Hsp70 inhibitors: Hsp70 inhibitors, probe displacement, primary screen, biochemical, fluorescence polarization (AID 583). Hsp70 fluorescence polarization probe displacement, mP; higher % means a stronger effect. displacement, % at 20 µM; hits with a dose series show IC50 in µM. 0.06% of 140,000 active; in the data active means displacement above about 50%;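 further: plate controls were vehicle for no effect and reference ligand for full effect; a part of the inactive calls stands beside numbers as strong as those of hits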
MKP-3 inhibition: MKP-3 phosphatase inhibitors, primary screen, biochemical, rat enzyme, in vitro (AID 425); recombinant MKP-3 phosphatase activity, fluorescence; higher % means a stronger effect; inhibition, % at 20 µM, or IC50 in µM where a hit was titrated; 0.17% of 110,000 active; in the data active means inhibition above about 50%;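 further: plate controls were vehicle for no effect and reference inhibitor for full effect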
* = called active by the depositor; . = not tested or not shown; & = joins results of further samples. Some of the compounds tested; rates above refer to the full screens.

| canonical_smiles | Hsp70 inhibitors | MKP-3 inhibition |
| --- | --- | --- |
| COc1ccc(C2C(C(=O)NC(C)C)c3ccccc3C(=O)N2C)cc1OC (stereo not drawn) | -4.6% | 0.3% |
| O=S(=O)(Nc1cccc2cn[nH]c12)c1ccc(F)cc1 | -2.8% | -15.6% |
| Cn1cnnc1SCC(=O)N1CCC(Cc2ccccc2)CC1 | 10.7% | 1.8% |
| Cc1ccccc1-c1nc(CS(=O)(=O)CC(=O)NCCCN2CCCC2)c(C)o1 | 3.0% | -0.5% |
| Cn1c(=O)c2c(nc(SCC(=O)O)n2Cc2cccc(C(F)(F)F)c2)n(C)c1=O | 0.1% | -4.1% |
| COc1ccc(CC(=O)Nc2ccc(C)c(NC(=O)c3ccccc3)c2)cc1OC | 4.9% | 1.9% |
| CN(c1ccc(C(=O)Nc2ccc3ccccc3c2)cc1)S(=O)(=O)c1ccccc1 | -0.2% | -0.1% |
| COC(=O)Cc1ccc(NC(=O)c2ccc(C(C)(C)C)cc2)cc1 | -0.1% | . |
| CCOC(=O)Cc1nc2ccccc2[nH]1 | . | -2.4% |
| COc1ccc(N2C(=O)CC(Sc3nnc(N)s3)C2=O)cc1 (stereo not drawn) | -6.9% | 5.2% |
| O=C(NCc1ccc2c(c1)OCO2)c1cccc(S(=O)(=O)N2CCOCC2)c1 | -0.7% | -1.9% |
| O=C1CC(=O)CC(c2ccccc2Cl)C1 | -0.8% | -2.6% |
| CSc1nc2ccc(N3C(=O)C4CCCCC4C3=O)cc2s1 (stereo not drawn) | -2.1% | 4.0% |
| Cn1c(CN2CCCC2)nc2cc(NC(=O)Nc3ccccc3)ccc21 | -3.9% | -16.7% |
| O=C(NCc1ccco1)c1cnc2ccccn2c1=O | 5.2% | 7.0% |
| O=C1C(=O)N(c2ccccn2)C(c2cccnc2)/C1=C(/O)c1ccccc1 (stereo not drawn) | -2.6% | 2.7% |
| CCC(=O)OC1CSc2nc3ccccc3n2C1 (stereo not drawn) | -0.7% | -2.2% |
| Cc1occc1-c1nc(Cc2ccc(Cl)cc2)no1 | -4.0% | 1.6% |
| CCc1nnc(NC(=O)CSc2nnc(-c3ccoc3C)n2CC(C)C)s1 | 2.1% | 2.8% |
| CCCCOc1cccc(NC(=O)c2cccc([N+](=O)[O-])c2C)c1 | 0.2% | -0.1% |
| O=C(Nc1ccccc1)c1ccc(S(=O)(=O)NCc2ccco2)cc1 | -0.8% | -0.2% |
| COc1ccc(C2C3=C(CC(C)(C)CC3=O)Nc3cc4c(cc32)OCO4)cc1 (stereo not drawn) | -1.5% | . |
| COC(=O)CNS(=O)(=O)c1ccc(Cc2ccc(S(=O)(=O)NCC(=O)OC)cc2)cc1 | -1.1% | 10.3% |
| O=C(CSc1ncn[nH]1)Nc1ccccc1-c1ccccc1 | 4.1% | . |
| Cc1cc(CN2C(=O)c3ccccc3C2=O)no1 | 25.7% | -14.3% |
| COc1ccc(N2CCN(CC(=O)Nc3cc4c(cc3C(C)=O)OCO4)CC2)cc1 | -1.6% | -0.3% |
| COc1ccccc1C1C(C(C)=O)=C(O)C(=O)N1CC1CCCO1 (stereo not drawn) | -2.2% | 4.6% |
| COc1ccc(C2C(C#N)=C(N)Oc3cc(C)n(Cc4ccco4)c(=O)c32)cc1 (stereo not drawn) | 6.1% | . |
| COc1ccc(C(=O)Nc2ccc(N3CCCCC3)c(Cl)c2)cc1OC | -28.7% | 6.6% |
| CCC1(CC)C(=O)NC(=O)NC1=Nc1cccc(OC)c1 | -3.6% | -10.5% |
| COc1ccc(C(=O)CC(Nc2ccc(Br)cc2)c2ccc(F)cc2)cc1 (stereo not drawn) | -0.4% | 1.7% |
| CC(C)N(Cc1nc(-c2ccccc2)no1)C(=O)C1CCCCC1 | 5.2% | . |
| CCCOP(=O)(c1ccc(N(C)C)cc1)C(O)c1ccccc1OC (stereo not drawn) | 1.0% | -3.6% |
| O=C(Nc1nc2ccccc2n1CCN1CCCCC1)c1ccc(Cl)cc1 | 0.8%&0.7% | 2.0% |
| CCCOc1ccc(N2C(=O)CC(N3CCN(c4nc5ccccc5s4)CC3)C2=O)cc1 (stereo not drawn) | 5.6% | -1.3% |
| O=C(O)CCCC(=O)OCCCCc1cccs1 | 9.4% | -8.1% |
| CS(=O)(=O)N(Cc1ccco1)Cc1ccccc1Cl | 2.4% | -1.4% |
| CCOC(=O)N1CCN(C(=O)CSc2nnc(CNC(=O)c3c(F)cccc3Cl)o2)CC1 | . | 5.9% |
| COC(=O)CSc1nnc(-c2ccncc2)n1N | -3.6% | 2.9% |
| CC1CN(C(=O)CN2C(=O)NC3(CCCCCC3)C2=O)CC(C)O1 (stereo not drawn) | 4.0% | . |
| CC(C)(C)C(=O)Nc1nc(-c2ccccc2)ns1 | -1.0% | . |
| CC(C)(C)c1cc(Br)ccc1OCC(=O)Nc1ccccc1C(F)(F)F | 2.5% | 1.4% |
| CC(NS(=O)(=O)c1ccc(F)cc1)C(=O)NCc1ccncc1 (stereo not drawn) | 1.3% | -5.4% |
| CCOC(=O)c1ccc(NC(=O)N2CCN(S(C)(=O)=O)CC2)cc1 | 4.6% | -13.9% |
| CCN(CC)C(=O)CSc1nnc(-c2ccc(S(=O)(=O)NCc3ccccc3Cl)cc2)o1 | -4.3% | -6.8% |
| Clc1ccc(OCc2nc(-c3ccncc3)no2)c(Cl)c1 | -2.1% | -13.8% |
| O=P(O)(O)c1ccccc1OCCOCCOc1ccccc1P(=O)(O)O | -1.3% | -9.7% |
| COc1ccccc1C1CC(c2ccc(F)cc2)=NN1c1ccccc1 (stereo not drawn) | -3.8% | 2.4% |
| Cc1ccc(CO/N=C\Cc2snc(Sc3ncc(C(F)(F)F)cc3Cl)c2C#N)cc1 | -2.1% | . |
| CC1(C)CC(=O)C(C=Nc2ccc(Cl)cn2)=C(O)C1 | -0.9% | 5.8% |
| Cc1ccc(S(=O)(=O)Nc2ccc(Cl)cc2)cc1[N+](=O)[O-] | 5.3% | 0.0% |
| COc1ccc(NC(=O)Cn2nnc(-c3ccc(CN4CCOCC4)cc3)n2)c(OC)c1 | 0.4% | -2.9% |
| Cc1ccc(S(=O)(=O)N2CCC(C(=O)N[C@H](C(=O)NCC3CCCO3)C(C)C)CC2)cc1 (stereo partly drawn) | -3.6% | -10.2% |
| Cc1ccc(P(=O)(CCCO)c2ccc(C)cc2)cc1 | -3.4% | 2.7% |
| CCOc1ccc(Br)cc1/C(C)=N\NC1=NCCN1 | 5.4% | . |
| COc1cc(CN2CCN(C3CCCC(C)C3)CC2)cc(OC)c1OC (stereo not drawn) | -0.4% | 3.8% |
| O=C(Nc1nccs1)c1cn(-c2ccccc2)nc1-c1ccccc1 | -1.7% | . |
| COc1ccc(C2Nc3ccccc3C(=O)N2c2ccccc2)cc1Cn1nc(C)c(Cl)c1C (stereo not drawn) | -2.7% | 2.4% |
| CCOC(=O)c1ccc(N2C(=O)CC(N3CCC(C(=O)OCC)CC3)C2=O)cc1 (stereo not drawn) | 4.5% | -14.2% |
| Cc1ccc(/C=C(\C#N)c2nc(-c3ccc4c(c3)OCO4)cs2)o1 | -7.1% | 4.4% |

Going on with the list:
| canonical_smiles | Hsp70 inhibitors | MKP-3 inhibition |
| --- | --- | --- |
| Cc1ccc(C)c(OCCCC(C)(C)C(=O)O)c1 | 2.7% | -6.7% |
| COc1ccccc1C(=O)Nc1ccc2oc(-c3ccncc3)nc2c1 | 4.9% | -3.2% |
| Cc1[nH]n(CCC#N)c(=O)c1CC(=O)N1CCN(c2ccccc2)CC1 | 4.1% | -5.5% |
| O=C(NCCc1csc(-c2cccnc2)n1)c1cccs1 | 3.1% | -6.1% |
| COCCOC(=O)c1ccc(NC(=O)COc2cc(C)c(Cl)c(C)c2)cc1 | 0.2% | 2.3% |
| CCN(CC)CCCNc1cc2n(c(=O)n1)CCc1cc(OC)c(OC)cc1-2 | -1.7% | -4.0% |
| Cc1ccc(-n2ncc(C#N)c2/N=C/N2CCCCCC2)cc1 | 3.4% | -14.2% |
| Cc1noc(C)c1COc1ccc(C(=O)OC(C)C(=O)Nc2ccc(N3CCOCC3)cc2)cc1 (stereo not drawn) | -0.5% | -4.6% |
| N#Cc1ccccc1NC(=O)c1ccccc1OCC(=O)NCc1ccco1 | 8.7% | -8.6% |
| CC(=O)Oc1c(S(=O)(=O)c2ccccc2)c(C)nn1C(C)(C)C | 2.4% | -17.4% |
| CC(C)(C)n1ncc2c(=O)n(CC(=O)Nc3ccc4c(c3)OCO4)cnc21 | 0.4% | -5.2% |
| CCC(=O)N(CCC1(c2ccccc2)CCOC(C)(C)C1)Cc1ccc(N(C)C)cc1 (stereo not drawn) | -4.4% | 3.0% |
| CCCNC(=O)Cn1cnc2sc(C(=O)N3CCCC(C(=O)OCC)C3)c(C)c2c1=O (stereo not drawn) | -3.1% | -0.1% |
| Brc1ccc(-c2nn3c(Cc4ccccc4)nnc3s2)o1 | -1.1% | -10.9% |
| Nc1nnc(SCC(=O)NCCOc2ccccc2)s1 | 0.0%&2.8% | -0.5% |
| COC(=O)Nc1ccc2c(c1)N(C(=O)CCN1CCN3CCCC3C1)c1ccccc1S2 (stereo not drawn) | -2.2% | 8.8% |
| COCC(C)NC(=O)c1ccc(Cl)c(Cl)c1 (stereo not drawn) | 1.9% | -12.0% |
| Cc1ccc(-n2nnc3c(=O)n(CC(=O)NCc4ccco4)cnc32)cc1 | -1.8% | -6.8% |
| O=C(CC12CC3CC(C1)CC(CC(=O)NC1=NCCS1)(C3)C2)NC1=NCCS1 | 1.1% | 4.5% |
| Cc1cccc(NC(=S)NN2CCOCC2)c1C | 7.2% | . |
| CC(C)(C)c1cnnn1-c1ccc(/C=C/C(=O)c2ccccc2)cc1 | -1.6% | 4.8% |
| CC(C)(C)NC(=O)c1ccccc1N(Cc1ccccc1)S(=O)(=O)c1ccccc1 | -2.3% | -0.2% |
| CCCN1C2CCCC1CC(NC(=S)Nc1cc(C)ccc1C)C2 (stereo not drawn) | -2.4% | . |
| CC(OC(=O)c1ccc2ccccc2n1)C(=O)Nc1ccc(N2CCOCC2)cc1 (stereo not drawn) | 4.5% | -6.1% |
| O=C(Nc1ccc2nsnc2c1Br)c1sc2ccccc2c1Cl | 1.2% | -2.0% |
| Cc1ccc(C2C3=C(CCCC3=O)Nc3nc(SCC(=O)NCc4ccco4)[nH]c(=O)c32)cc1 (stereo not drawn) | 4.8% | -11.1% |
| O=C(Nc1ccccc1C(=O)N1CCOCC1)C1CCC(=O)N1C1CCCC1 (stereo not drawn) | 2.5% | -4.9% |
| CC(=O)CSc1nnc(-c2ccc3c(c2)OCO3)o1 | 4.1% | . |
| CCOC(=O)c1c(NC(=O)c2cccs2)sc2c1CCCC2 | . | -6.2% |
| CN(C)c1ccc(CN(C(=O)COc2ccccc2)C2CCS(=O)(=O)C2)cc1 (stereo not drawn) | 5.7% | -3.9% |
| CCCCSc1nc2c(cnn2-c2ccc(F)cc2)c(=O)[nH]1 | 2.4% | -3.1% |
| O=C(Nc1ccc2nc(-c3ccccc3)[nH]c2c1)c1ccco1 | -3.5% | . |
| CCN(CC)CCNC(=O)C1CCC(=O)N1CCc1ccccc1 (stereo not drawn) | 4.2% | 8.2% |
| CCOC(=O)/C=C1\SCC(=O)N1CC(=O)Nc1ccc2c(c1)CCC2 | -9.6% | -3.2% |
| Cc1ccc(C(=O)OC2CCOC2=O)cc1NC(=O)c1ccco1 (stereo not drawn) | 5.3% | . |
| Cc1oc2ccc(OCC(=O)C(C)(C)C)cc2c1C(=O)OC(C)C | -0.7% | -0.3% |
| CCN1C(=O)C2(C(C#N)=C(N)Oc3c2c(C)nn3-c2ccccc2)c2ccccc21 (stereo not drawn) | -1.8% | -17.0% |
| CNC(=O)COc1ccc(C23CC4CC(CC(C4)C2)C3)cc1 | -2.4% | -1.4% |
| CSc1nc2c(c(=O)[nH]1)CCCC2 | -7.4% | . |
| COc1ccc(-c2nnc(NC(=O)CCc3ccccc3)s2)cc1OC | 0.8% | -1.0% |
| COc1ccc(N(CC(=O)NCc2ccccc2OC)S(=O)(=O)c2ccccc2)cc1Cl | 0.5% | 2.2% |
| CCOC(=O)N1CCN(c2nc(SC)nc3sc4c(c23)CC(C)(C)OC4)CC1 | -1.9% | 11.7% |
| O=C(O)CCC(=O)N1CCc2cc(S(=O)(=O)N3CCCCC3)ccc21 | 3.6% | -9.7% |
| O=C1C2C3CCC(O3)C2C(=O)N1c1cccc([N+](=O)[O-])c1 (stereo not drawn) | 1.3% | -0.7% |
| CCC(C)c1ccc(NC(=O)C2CC2)cc1 (stereo not drawn) | 1.8%&2.3% | -2.5%&1.4% |
| CCc1ccc(NC(=O)CS(=O)CC(=O)Nc2ccc(F)cc2F)cc1 (stereo not drawn) | 9.2% | -9.7% |
| O=C(Cn1nnc(-c2ccc(CN3CCOCC3)cc2)n1)NC1CCCCC1 | 0.2% | -5.0% |
| CCCOc1ccc(C(=O)N2CCCC2)cc1OC | 5.7% | -11.8% |
| CC(=O)CC1(O)C(=O)N(Cc2ccccc2)c2ccccc21 (stereo not drawn) | 0.4%&1.2% | -4.4% |
| C/C(=N\NC(=O)c1ccccc1O)c1ccncc1 | 1.3% | 0.6% |
| Cc1ccc(S(=O)(=O)N(CC(=O)Nc2ccccc2F)c2cccc(Br)c2)cc1 | 0.4% | 1.0% |

Single records, as listed above. Screens in order: Hsp70 inhibitors	MKP-3 inhibition
Results for CSc1nc2c(c(=O)[nH]1)CCCC2 = -7.4%	.
Results for COc1ccc(N(CC(=O)NCc2ccccc2OC)S(=O)(=O)c2ccccc2)cc1Cl = 0.5%	2.2%
Results for CC(=O)CC1(O)C(=O)N(Cc2ccccc2)c2ccccc21 (stereo not drawn) = 0.4%&1.2%	-4.4%
Results for CNC(=O)COc1ccc(C23CC4CC(CC(C4)C2)C3)cc1 = -2.4%	-1.4%
Results for O=C(Cn1nnc(-c2ccc(CN3CCOCC3)cc2)n1)NC1CCCCC1 = 0.2%	-5.0%
